Screening results: PubChem BioAssay, several laboratories
UGM FP inh: M. tuberculosis UGM enzyme inhibitors, primary screen, biochemical, fluorescence polarization, single point. UDP-galactopyranose mutase (Mycobacterium tuberculosis (strain ATCC 25618 / H37Rv)), …. inhibition, % at 10 µM. 320,000 compounds, 0.06% hits. purified UGM, fluorescence polarization probe displacement. AID 504406, 2011; in the data active means inhibition above about 10%, passing the limit was not always enough; inconclusive means no clear call, values can overlap the other calls
Target sequence (P9WIQ1 whole entry, looked up): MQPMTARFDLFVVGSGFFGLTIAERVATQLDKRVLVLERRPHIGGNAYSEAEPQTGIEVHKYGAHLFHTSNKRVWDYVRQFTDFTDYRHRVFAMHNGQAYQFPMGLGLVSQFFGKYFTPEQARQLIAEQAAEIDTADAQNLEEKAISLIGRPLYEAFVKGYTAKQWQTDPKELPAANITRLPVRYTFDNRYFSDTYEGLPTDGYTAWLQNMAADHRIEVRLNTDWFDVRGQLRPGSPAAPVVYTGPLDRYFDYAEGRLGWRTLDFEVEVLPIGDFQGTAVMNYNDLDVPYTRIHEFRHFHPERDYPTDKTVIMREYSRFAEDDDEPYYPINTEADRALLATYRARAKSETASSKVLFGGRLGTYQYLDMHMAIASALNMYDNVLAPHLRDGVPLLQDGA
MazF activator: activators of E. coli MazEF toxin-antitoxin RNase, primary screen, biochemical, fluorescence, uHTS; FAM/BHQ RNA-DNA oligo cleavage fluorescence, 5 h; activation, % at 20 µM; 350,000 compounds, 0.32% hits; in the data active means activation above about 50%
Target sequence (P0AE70 whole entry, looked up): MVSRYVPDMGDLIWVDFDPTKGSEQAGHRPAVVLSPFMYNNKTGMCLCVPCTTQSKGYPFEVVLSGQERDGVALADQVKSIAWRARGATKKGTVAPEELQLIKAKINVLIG
Mtb FBA inh: Mtb FBA enzyme inhibitors, primary screen, biochemical, fluorescence, strain H37Rv; inhibition, % at 1 µM; purified M. tuberculosis FBA, fluorescence read-out; 360,000 compounds, 2.3% hits; in the data active means inhibition above about 27%;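 further: 0% = vehicle and 100% = reference inhibitor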
GDH-TPI inh: GDH-TPI coupling enzyme inhibitors, primary screen, artefact control for M. tuberculosis FBA inhibitor project, biochemical, absorbance, full deck; GDH-TPI coupled enzyme counterscreen, NADH absorbance; inhibition, % at 4.8 µM; 360,000 compounds, 1.2% hits; AID 588335, 2011; in the data active means inhibition above about 30%;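 further: 0% = DMSO wells and 100% = wells lacking the enzyme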
Rv3671c inh: Rv3671c serine protease inhibitors, primary screen, biochemical, fluorescence polarization, M. tuberculosis H37Rv; P9WHR9; inhibition, % at 5.96 µM; 320,000 compounds, 0.048% hits; AID 2606, 2010; in the data active means inhibition above about 38%;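 further: extracellular domain of Rv3671c used as enzyme; 0% = enzyme with DMSO and 100% = no enzyme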
Target sequence (P9WHR9 whole entry, looked up, the tested form may be a part): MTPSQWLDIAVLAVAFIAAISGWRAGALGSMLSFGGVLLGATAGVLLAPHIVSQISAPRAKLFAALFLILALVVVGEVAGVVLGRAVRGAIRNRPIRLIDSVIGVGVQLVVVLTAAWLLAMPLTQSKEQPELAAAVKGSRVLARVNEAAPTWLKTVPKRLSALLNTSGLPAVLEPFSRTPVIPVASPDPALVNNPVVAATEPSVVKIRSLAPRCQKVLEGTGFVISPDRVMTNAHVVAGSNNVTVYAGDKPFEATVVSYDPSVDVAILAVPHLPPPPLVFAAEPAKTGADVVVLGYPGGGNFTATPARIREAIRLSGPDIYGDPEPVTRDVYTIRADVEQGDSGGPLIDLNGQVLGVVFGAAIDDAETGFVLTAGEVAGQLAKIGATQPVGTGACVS
PrPC TRFRET: inhibitors of human cell surface prion protein PrPC, primary screen, cell-based, TR-FRET | Major prion protein (Homo sapiens), P04156 | TR-FRET read-out | inhibition, % at 13.8 µM | 370,000 compounds, 0.43% hits; in the data active means inhibition above about 24%; further: 0% = median of the test wells and 100% = reference compound wells
FadD28 FP inh: inhibitors of FadD28 bisubstrate probe binding, primary screen, biochemical, fluorescence polarization, single point; AID 588549, 2011; 360,000 compounds, 0.22% hits; inhibition, % at 12.5 µM; Mycobacterium tuberculosis FadD28 fatty-acid-AMP ligase; in the data active means inhibition above about 8.5%, passing the limit was not always enough; inconclusive means no clear call, values can overlap the other calls
BoNT F protease: BoNT/F light chain protease inhibitors, primary screen, biochemical, flow cytometry, MLPCN library; Botulinum neurotoxin type F light chain protease (Clostridium botulinum); Multiplex microsphere protease cleavage assay; 360,000 compounds, 0.22% hits; inhibition, % at 10 µM; AID 588497, 2011; in the data active means inhibition above about 35%, passing the limit was not always enough; inconclusive means no clear call, values can overlap the other calls; further: plate controls were buffer without enzyme for full effect and enzyme alone for no effect
Mtb BioA inh: M. tuberculosis BioA enzyme inhibitors, primary screen, biochemical, plate reader, single point, HTS; 7,8-diaminopelargonic acid synthase BioA (Mycobacterium tuberculosis); purified M. tuberculosis BioA enzyme; inhibition, % at 9.99 µM; 360,000 compounds, 0.096% hits; in the data active means inhibition above about 40%; inconclusive means no clear call, values can overlap the other calls
* hit, by the source's call; ? = inconclusive; . = not tested or not shown.

entry	smiles	BoNT F protease	Mtb BioA inh	UGM FP inh	PrPC TRFRET	FadD28 FP inh	GDH-TPI inh	MazF activator	Rv3671c inh	Mtb FBA inh
1	COc1ccc(-c2n[nH]c(C)c2-c2ccc(OC)c(OC)c2)c(O)c1	0	2.5	0.8	12	-4.5	8	0	-1	1
2	Cc1ccc(SCC(=O)NC2CCS(=O)(=O)C2)cc1 (stereo unspecified)	-2	.	0.8	-2	0.2	5	4	0	-1
3	O=C(CSc1ccc(Br)cc1)NCC1(N2CCCCC2)CCCCC1	.	0.4	.	-1	-1.0	-2	-1	.	1
4	O=c1[nH]c(N2CCOCC2)nc2ccccc12	6	-0.5	-1.5	9	-0.4	9	0	7	18
5	COc1ccc(/C=C/C(=O)OCC(=O)Nc2ccc(Cl)cc2F)cc1S(=O)(=O)N1CCOCC1	-1	.	-0.4	-8	-0.7	8	-3	-5	0
6	COc1ccc(C2=NN(C(=O)C(O)c3ccccc3)C(O)(C(F)(F)F)C2)cc1 (stereo unspecified)	11	.	0.3	-5	1.0	13	7	-7	3
7	Cn1c(CNC(=O)c2ccc3c(c2)OCO3)nnc1SCC(=O)Nc1ccc(F)cc1	4	0.0	0.5	8	-4.6	-12	6	2	1
8	Cc1ccccc1N1CC(C(=O)Nc2ccc(S(=O)(=O)N3CCCCC3)cc2)CC1=O (stereo unspecified)	-13	.	3.0	3	-2.4	-12	9	0	1
9	Cc1noc2ncnc(Oc3ccc(C(C)(C)C)cc3)c12	-4	0.4	-0.3	-4	-2.4	-7	13	1	-3
10	O=C(N/N=C/c1ccc[nH]1)c1ccccc1OCc1ccc(F)cc1	0	.	-3.8	8	-1.1	19	6	2	1
11	O=C(NC1CCCCC1)c1cc2nc(-c3ccco3)cc(C(F)(F)F)n2n1	-2	0.4	.	.	-2.7	13	12	.	5
12	Cn1c(C(=O)NCc2cccnc2)cc2sccc21	-1	2.7	-0.3	-2	-1.4	-8	2	-10	0

The list goes on; the last 2 above are carried over.
entry	smiles	BoNT F protease	Mtb BioA inh	UGM FP inh	PrPC TRFRET	FadD28 FP inh	GDH-TPI inh	MazF activator	Rv3671c inh	Mtb FBA inh
11	O=C(NC1CCCCC1)c1cc2nc(-c3ccco3)cc(C(F)(F)F)n2n1	-2	0.4	.	.	-2.7	13	12	.	5
12	Cn1c(C(=O)NCc2cccnc2)cc2sccc21	-1	2.7	-0.3	-2	-1.4	-8	2	-10	0
13	CCn1nc(C)c(CNC(=O)c2cc(COc3cncc(Cl)c3)on2)c1C	3	5.3	-0.7	8	-2.1	-5	7	-4	0
14	COC(=O)c1cn(NC(=O)Cc2cccc(C(F)(F)F)c2)c(=O)c2ccccc12	0	.	0.7	8	-0.1	1	10	-3	-1
15	CN(CCCCCCN(C)Cc1ccccc1O)Cc1ccccc1O	11	-2.7	-2.4	-4	-1.0	-3	0	-6	0
16	CC(C)CNC(=S)NC1CC2CCCC(C1)N2Cc1ccco1 (stereo unspecified)	-4	-0.2	2.6	5	-2.4	10	13	6	0
17	Cc1ccc(N(Cc2ccccc2)C(=O)c2cccc(F)c2)cc1	11	-1.8	-0.8	-3	-0.5	0	-16	.	5
18	CCOc1ccc(C2=Nn3c(nnc3-c3ccccc3)SC2)cc1Cl	-7	-2.0	4.9	5	-2.7	5	-9	-9	0
19	COc1ccc(-c2cc(C#N)nc(Cl)n2)cc1	?	.	-1.1	-8	-2.9	22	1	6	9
20	N#Cc1cccc(S(=O)(=O)NCC(=O)NCc2ccc3c(c2)OCO3)c1	-2	0.4	-1.6	-7	.	-9	6	6	-1
21	CN(Cc1ccc(Cl)cc1Cl)C(=O)c1cccc(S(=O)(=O)NCc2ccccc2)c1	-1	-2.1	.	3	-6.1	-3	1	.	-1
22	CC(=O)Nc1ccc(OCC(O)Cn2nc(C)nc2C)cc1 (stereo unspecified)	-3	0.2	-1.7	-5	-3.1	14	0	-3	-2
23	COCCn1c(-c2ccc(OC)cc2)nc2ccccc21	1	.	-1.5	-8	-2.7	-2	2	-7	8
24	COc1nc(=O)n(C2C=CC(=O)O2)cc1F (stereo unspecified)	-6	-1.0	.	-8	1.2	11	5	.	3
25	O=C(Nc1ccccc1F)Nc1ccccc1F	2	1.7	0.2	6	0.6	6	5	5	-4
26	COC(=O)c1sc2nc(SCC(=O)N(C)c3ccccc3)n(N)c(=O)c2c1C	-6	.	-1.2	2	-2.3	10	2	-15	7
27	CCSc1nnc(NC(=O)CSc2c(Cl)cccc2Cl)s1	-8	-1.0	0.8	-2	-0.2	0	-1	-6	-4
28	Cc1noc(C)c1CSCC(=O)Nc1cc(S(=O)(=O)N2CCOCC2)ccc1OCC(F)(F)F	5	.	-0.3	-1	-0.4	-1	3	1	2
29	O=C(Nc1ccccc1C(=O)NC(Cc1ccccc1)C(=O)O)c1ccco1 (stereo unspecified)	-17	3.7	3.1	15	0.0	7	-5	2	6
30	CCn1c2ccccc2c2cc(NC(=O)c3ccc(C)c([N+](=O)[O-])c3)ccc21	-8	.	2.2	3	-0.2	6	8	-7	0
31	O=C(NCc1cccc(Cl)c1)C1CCC(=O)N(CCN2CCOCC2)C1 (stereo unspecified)	-5	-0.4	0.8	7	-0.2	2	2	4	-1
32	CC(=O)N(Cc1ccco1)c1nc(C(=O)Nc2ccc(Cl)cc2)c(C)s1	-6	3.8	3.0	9	-2.3	1	-5	-11	-2
33	O=C(OCC(=O)N(C1CCCCC1)C1CCCCC1)c1ccc(Cl)nc1	1	-1.7	-3.3	5	.	3	-1	-5	3
34	CN(C)CCn1c2c(c(SCC(=O)NCc3ccccc3)nc1=O)CCCC2	18	1.3	-1.1	-5	-1.5	4	9	13	1
35	CCCCCC(=O)NC(=S)Nc1ccc(N2CCOCC2)cc1	-6	.	-0.2	4	-2.1	0	-12	-3	-3
36	Cc1sc2nc(-c3ccc(Br)cc3)oc(=O)c2c1C	-4	0.3	-1.1	.	-0.7	-3	-4	10	1
37	O=C(NCCCNCc1ccccc1)c1ccc(/C=N/O)nc1	-19	-0.8	1.1	-11	-4.7	-2	1	0	-2
38	Cn1nc(C(C)(C)C)cc1C(=O)O	-6	.	-1.6	-1	-0.3	-3	-1	-4	-2
39	CCc1cccc2c(C(=O)COC(=O)c3ccccc3)c[nH]c12	-8	-0.6	-0.1	-8	18*	3	12	-7	-4
40	O=C(O)C1(Nc2ccccc2)CCCC1	-8	-2.8	.	-6	-0.5	2	8	.	-3
41	CCC[C@@H]1CCCO[C@@](C(=O)NCc2ccccn2)(C(F)(F)F)C1	2	1.1	-0.3	6	-3.9	0	3	-10	1
42	C#CCOCCOCCOCCNc1nc(N2CCN(C(=O)C([C@@H](C)O)n3cc([C@@H](N)CCCCN)nn3)CC2)nc(N2CCN(C(=O)[C@H](CCCCN)n3cc([C@@H](N)CC(N)=O)nn3)CC2)n1 (stereo partly specified)	3	4.9	-3.8	-5	-1.6	-4	3	-3	0
43	NC(=O)c1sc2cc(C(F)(F)F)cnc2c1-c1cccs1	3	-0.2	-0.6	-5	-0.2	9	0	-4	5
44	COc1ccc(N=CC2=C(O)CC(C)(C)CC2=O)cc1	3	-0.2	-3.8	10	-2.7	42*	7	-8	0
45	O=C(Cc1ccc(Cl)cc1)NNC(=O)c1cnccn1	-5	-0.2	0.3	-4	0.8	-3	5	6	0
46	Cc1ccc(S(=O)(=O)N2CCC(=O)N(C(COCc3ccc(Cl)cc3Cl)Cc3ccccc3)CC2)cc1 (stereo unspecified)	-6	-0.2	2.3	4	-3.4	-2	4	1	1
47	CCN(CC)C(=O)c1ccc(NS(=O)(=O)c2ccccc2)cc1	6	-0.7	-1.2	3	-2.8	-6	-24	-5	0
48	COc1ccc(C(C(=O)NC2CCCCC2)N(C(=O)c2sc(C)nc2C)c2ccc(C(C)=O)cc2)cc1 (stereo unspecified)	-6	.	-1.5	-4	1.8	12	-9	-3	3

Reprinted at random: 2 records from the list, in no set order.
entry	smiles	BoNT F protease	Mtb BioA inh	UGM FP inh	PrPC TRFRET	FadD28 FP inh	GDH-TPI inh	MazF activator	Rv3671c inh	Mtb FBA inh
38	Cn1nc(C(C)(C)C)cc1C(=O)O	-6	.	-1.6	-1	-0.3	-3	-1	-4	-2
40	O=C(O)C1(Nc2ccccc2)CCCC1	-8	-2.8	.	-6	-0.5	2	8	.	-3

Additional records
entry	smiles	BoNT F protease	Mtb BioA inh	UGM FP inh	PrPC TRFRET	FadD28 FP inh	GDH-TPI inh	MazF activator	Rv3671c inh	Mtb FBA inh
49	CCOc1ccc(-c2nnc(SCC(=O)N3CCOCC3)o2)cc1	-12	-0.5	1.8	2	-3.6	-5	13	-2	-1
50	CC(=O)N1CCC(C(=O)NCCOc2cccc(C)c2)CC1	-10	6.2	1.5	1	-1.9	2	5	-3	0
51	Nc1c(N(CCCO)C(=O)C2CCCC2)c(=O)[nH]c(=O)n1Cc1ccccc1	2	-4.7	3.5	-2	-0.1	6	6	6	4
52	Cc1ccc(NS(=O)(=O)c2c(C)[nH]c(=O)[nH]c2=O)cc1C	-6	0.6	2.7	5	-2.1	6	1	5	0
53	O=C(CN1C(=O)NC2(CCCCC2)C1=O)N1CCN(c2ncccn2)CC1	?	-0.1	1.4	-7	-10	-4	6	-6	4
54	Cc1occc1C(=O)Nc1ccc(OCc2ccccc2)cc1	-8	.	-0.1	7	-2.7	1	-5	0	2
55	CCO[C@@H]1OC(C(=O)N2CCN(C)CC2)=C[C@H](c2csc3ccccc23)[C@H]1CCCO	-6	0.4	3.3	0	-0.3	1	-1	-1	2
56	CN=C(c1ccccc1)c1c(C)cccc1C	2	.	1.8	1	-4.4	-6	0	11	-2
57	Cc1cc(C)n(CCNC(=O)c2ccc3c(c2)OCO3)n1	6	-5.8	0.9	4	-2.4	4	5	-4	0
58	CN1N=C(N)c2cn(C3OC(COP(=O)(O)O)C(O)C3O)c3ncnc1c23 (stereo unspecified)	-9	.	.	2	4.8	7	1	.	4
59	COC(=O)c1[nH]c2ccc(C)cc2c1NC(=O)CN1CCC(C)CC1	0	.	-0.2	-1	-0.3	-8	5	2	10
60	O=C(O)COc1ccc(Nc2ccccc2)cc1	-14	.	2.1	3	0.2	-2	8	-4	0
61	Cc1ccc(OCC(O)CN2CCOCC2)cc1 (stereo unspecified)	?	0.0	-1.0	0	-1.2	-4	10	-3	1
